# WT yeast gro inh: growth inhibition of WT yeast, mitochondrial fusion screen. AID 1362. 190,000 tested, 2.1% active. inhibition, % at 10 µM. mitochondrial fusion phenotypic screen, WT strain; in the data active = inhibition above about 58%; tested in S. cerevisiae
# ER stress rescue: protection against thapsigargin-triggered cell killing – 384-well, CSM14.1, ATP luminescence, primary screen (AID 1222) | CSM14.1 thapsigargin-induced death rescue, ATP luminescence; higher % means a stronger effect | cellular ATP content (survival), % at 20 µM, or EC50 in µM where a hit was titrated | 190,000 tested, under 10 active;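 active = EC50 below 50 µM in the dose-response confirmation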;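 also: death triggered by thapsigargin at about 15 µM added after 2 h compound pretreatment; cell ATP read after overnight thapsigargin exposure of roughly 18 to 22 hours; normalized against plate controls of thapsigargin alone and 5% DMSO vehicle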
# Dynein transport: blocks dynein driven cargo transport along microtubules; z-score, hits read low; 3617.4 mouse cells, GR-EGFP nuclear translocation imaging; test concentration mostly 20 µM; stimulated with dexamethasone, 1 µM; stronger effect = lower value; 220,000 tested, 0.47% active; AID 1381;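 active = plate z-score of nuclear minus cytoplasmic receptor signal below a set negative limit, without overly bright fluorescence or cell loss, cut at about -3.5 in these data, passing the limit was not always enough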;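 also: z-score of nuclear minus cytoplasmic ring GR-EGFP intensity difference per well; some compounds called inactive have numbers as strong as hits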
#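 medium = tetracycline-free induction medium containing charcoal-stripped FBS | probe or stimulus = dexamethasone, 1.0 µM final | timing = 48 h induction, then 1 h compound, then 30 min agonist, 37 °C | detection = automated 10x imaging of fixed Hoechst-stained cells | read-out basis = nuclear versus cytoplasmic GR-EGFP signal, averaged per well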
# Ins promoter up: MIN6 insulin promoter up-regulation; MIN6 insulin promoter-GFP reporter, high-content imaging; stronger effect = higher value; z-score at 5 µM; 190,000 tested, 0.3% active; AID 1625;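 active = z-score above 3 at 5 µM with at least 500 cells counted in the well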
# MT stabilizer: microtubule stabilization, imaging screen; 200,000 tested, 0.83% active; % tubulin-high responders, % at 10 µM; AID 2205; HeLa tubulin immunostaining HCS, 24 h; share of cells brighter than vehicle mean+2SD;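 active = plate Z-score above 3 for both tubulin-high and condensed-nucleus cell shares, with cell loss under 80%, at 10 µM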;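 also: anti alpha tubulin signal scored within the nucleus-defined area of each cell; some results filed as inactive read as strong as hits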
# b-catenin transl: alters nuclear translocation of beta-catenin in HeLa cells. 190,000 tested, 0.3% active. immunofluorescence imaging. nuclear translocation activity, % at 5 µM;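 active = nuclear translocation activity above 50% at 5 µM, with a well cell count of 50 or more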;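 also: per-cell ratio of nuclear to cytoplasmic median beta-catenin stain intensity; plate controls were DMSO negative control for no effect and GSK-3 inhibitor IX positive control for full effect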
#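 assay system = human HeLa cells, endogenous beta-catenin | times = compound treatment 24 h, 37°C, 5% CO2 | detection = Anti-beta-catenin immunofluorescence on PFA-fixed, Triton-permeabilized cells, DAPI nuclei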
# XIAP displacement: small molecules displacing peptide from XIAP – biochemical, IAP family, fluorescence polarization (AID 1018) | XIAP BIR domain, fluorescence polarization peptide displacement; higher % means a stronger effect | displacement, % at 20 µM; hits with a dose series show IC50 in µM | 200,000 tested, 0.007% active; in the data active = displacement above about 50%; also: a part of the inactive calls stands beside numbers as strong as those of hits
# Autophagy mod: alters autophagy in cells; calls only at 10 µM (by protocol); 190,000 tested, 0.98% active; MEF GFP-LC3 puncta imaging; test concentration mostly 10 µM;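 active = percentage of spot-positive cells more than 3 SD above its plate mean, without a fluorescence outlier flag or 80% toxicity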;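 also: spot-positive cell cutoff set from DMSO-treated cells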
# Lipid droplet: hepatic lipid droplet formation modulation; inhibition, % at 6.5 µM; 240,000 tested, 0.4% active; AML12 mouse hepatocytes, oleate lipid droplets, BODIPY imaging;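 active = lipid droplet intensity inhibited by at least 50%, with more than 500 cells counted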
#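 Assay system: AML12 hepatocytes (mouse) / Also added: 100 µM oleic acid challenge / Times: overnight treatment with compound plus oleate / Detection: high-content imaging of BODIPY-stained droplets and DAPI nuclei / Evaluation: % inhibition of lipid droplet signal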
# WT yeast gro inh mutant strain: also measured in WT yeast gro inh; calls as there; inhibition, %; mitochondrial fusion phenotypic screen, mutant strain inhibition
# Dynein transport cytoplasmic EGFP: second read-out of Dynein transport, no call of its own (marks repeat the call); z-score; measured here: cytoplasmic GR-EGFP intensity; stronger effect = higher value
# Dynein transport nuclear GR-EGFP: recorded beside Dynein transport, whose call it bears; z-score; measured here: nuclear GR-EGFP intensity;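 lower value marks the stronger effect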
# Dynein transport cell count: recorded beside Dynein transport, whose call it bears; z-score; measured here: cell count per field
# Ins promoter up cell count: recorded beside Ins promoter up, whose call it bears; cell count; measured here: cytotoxicity, nuclei count;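 total cells summed across four imaged fields per well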
# Lipid droplet cells 6.5 µM: also measured in Lipid droplet; calls as there; cell count; measured here: cell count, cytotoxicity flag;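 cells counted across two imaged fields per well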
# b-catenin transl cell count 5 µM: recorded beside b-catenin transl, whose call it bears; cell count; measured here: cell count, cytotoxicity flag
# MT stabilizer Hoechst-high %: further read-out of MT stabilizer, marked with its call; % Hoechst-high responders; measured here: nuclear condensation Hoechst responders;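 share of cells brighter than vehicle mean plus two SD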
# MT stabilizer cytotoxicity %: recorded beside MT stabilizer, whose call it bears; toxicity, %; measured here: cytotoxicity by cell density;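 0% = mean cell density of plate MIN control wells and 100% = no cells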
# Autophagy mod cell loss 18 h: also measured in Autophagy mod; calls as there; toxicity, %; measured here: cell loss, nuclei count;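 cell loss after 18 h compound exposure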
# An asterisk follows results filed as active; i = inactive; x = not tested or not shown; + = active, no number. No enrichment for hits. About 4% of those tested had a hit in this group.
SMILES,WT yeast gro inh,WT yeast gro inh mutant strain,ER stress rescue,Dynein transport,Dynein transport cytoplasmic EGFP,Dynein transport nuclear GR-EGFP,Dynein transport cell count,Ins promoter up,Ins promoter up cell count,MT stabilizer,MT stabilizer Hoechst-high %,MT stabilizer cytotoxicity %,b-catenin transl,b-catenin transl cell count 5 µM,XIAP displacement,Autophagy mod,Autophagy mod cell loss 18 h,Lipid droplet,Lipid droplet cells 6.5 µM
CC1(C)Cc2c(sc3nc4n(c(=O)c23)CCC4)CO1,45.0,-3.9,-2.9%,0.298,-0.196,0.457,0.465,0.02,1932,2.7,2.7,15.5,-1.0,1071,-9.8%,i,7.7,12.9,690
Cc1ccc(S(=O)(=O)/C(=C/Cl)NC(=O)c2ccccc2)cc1,-34.1,-33.3,2.8%,-2.02,0.268,-1.13,-0.28,0.62,1096,1.2,3.3,4.9,0.4,984,-5.3%,i,9.6,-2.0,597
Cc1cc(Cl)ccc1OCC(=O)NCCOc1nc(N2CCCCC2)nc(N2CCOCC2)n1,-2.1,-3.9,-0.7%,-0.514,-0.108,-0.316,0.657,x,x,1.4,1.3,9.2,-7.7,917,-4.1%,i,-6.7,10.3,782
COc1ccccc1NC(=O)c1ccc(-c2ccc(Br)cc2)o1,8.3,19.9,-2.6%,-0.648,-0.00479,-0.382,0.707,1.27,972,38.6*,23.0*,27.5*,2.3,1027,-5.1%,i,19.3,-3.2,782
COc1ccc(NC(=O)CCC(=O)OC(C(=O)c2ccccc2)c2ccccc2)cc1 (stereo not drawn),7.8,-4.1,-2.1%,-0.553,-0.205,0.327,-0.199,1.58,1277,2.6,1.0,8.4,0.7,1407,-6.0%,i,14.9,x,x
COCCn1nnnc1CN1CCN(c2cccc(C(F)(F)F)c2)CC1,19.5,4.1,0.1%,-0.128,-0.0879,-0.0402,0.785,1.09,1148,3.5,5.3,7.8,0.5,840,0.3%,i,4.3,x,x
CCS(=O)(=O)NCC(c1cccnc1)N1CCN(c2ccc(F)cc2)CC1 (stereo not drawn),-7.9,-1.8,2.7%,2.27,-0.345,1.23,-0.921,-0.28,1558,2.8,1.9,18.8,-1.5,1341,-6.8%,i,27.0,x,x
CN1C(=O)SC(Nc2cccc3ccccc23)C1=O (stereo not drawn),-3.5,0.5,-3.3%,-1.21,-0.248,-0.49,0.445,x,x,2.9,1.5,5.5,3.0,590,0.2%,i,-22.2,0.4,735
O=C1[C@@H]2Cc3c([nH]c4ccccc34)[C@@H](c3ccccc3)N2C(=O)[C@@H]2Cc3c([nH]c4ccccc34)[C@@H](c3ccccc3)N12,-4.8,-14.5,-2.5%,-0.727,-0.202,0.0486,1.57,-2.1,660,8.3,6.8,2.3,-4.6,536,-7.3%,i,74.9,-1.7,637
COc1cc(/C=C(\C#N)C(=O)NC2CCCCC2C)ccc1OS(=O)(=O)c1ccc(C)cc1 (stereo not drawn),23.5,-7.4,-0.1%,-1.97,0.204,-1.42,-0.0215,-0.07,1591,70.1,3.8,83.7,0.4,965,-6.8%,i,-1.0,-5.7,677
C=CCS/C(=N\n1cnc2ccccc2c1=O)N1CCCCC1,-8.8,0.3,0.0%,0.217,-0.000971,0.849,-1.52,-0.57,1373,4.6,2.8,8.0,-6.7,978,-5.8%,i,2.2,x,x
CC(=O)Nc1nc(CC(=O)c2ccccc2)cs1,21.4,12.3,-2.2%,x,x,x,x,0.05,1850,x,x,x,-0.1,1058,-5.7%,x,x,-4.7,688
COC(=O)CC1SC(=O)NC1=Nc1cccc(C)c1 (stereo not drawn),12.6,10.8,-0.6%,-0.789,-0.352,-0.291,1.2,0.47,854,1.3,1.2,5.2,x,x,-0.5%,i,-1.4,15.0,783
Cc1nc2ccc(S(=O)(=O)NCC(=O)N3CCc4ccccc43)cc2s1,-14.6,-41.6,0.0%,-0.453,-0.0332,0.166,0.199,-0.19,1410,2.9,2.7,11.4,-0.3,995,-1.3%,i,7.6,x,x
C=CCn1cc(C(=O)OC)c(=O)c2cc(S(=O)(=O)N3CCCCCC3)ccc21,-9.4,4.6,-1.4%,0.766,-0.387,-0.0679,-0.217,1,1044,2.9,2.1,0.3,0.4,1070,-6.9%,i,-4.0,-4.8,721
O=C(CC(=O)Nc1nc(C23CC4CC(CC(C4)C2)C3)cs1)NCCO,x,x,x,0.0932,-0.246,-0.0327,-0.203,-0.84,1081,x,x,x,1.8,1384,x,x,x,-15.2,639
CCOC(=O)CNc1nc(Cl)nc(Nc2ccc(C)cc2)n1,x,x,x,1.82,-0.254,1.72,-0.885,0.27,870,x,x,x,-0.1,1357,x,x,x,17.0,686
COc1ccc(NC(=O)C2CCCN2C(=O)Oc2ccccc2)cc1 (stereo not drawn),-5.3,-2.4,0.9%,-0.165,-0.31,0.354,0.119,0.43,1398,2.4,1.8,10.3,0.3,1494,1.8%,i,-1.7,2.7,675
COc1ccc(-c2csc(N3CCN(c4cc(C)nc5ccccc45)CC3)n2)cc1OC,29.4,39.9,-3.6%,1.11,-0.265,0.837,-0.752,-2.58,1005,2.7,1.5,6.9,21.0,422,3.3%,i,3.1,4.4,713
COc1ccc(C(=O)N/N=C/c2ccc(OC)c(CN3CCc4cc(OC)c(OC)cc4C3C)c2)cc1 (stereo not drawn),-8.3,0.7,-0.7%,-0.267,-0.287,-0.0807,0.34,-0.11,1106,2.1,0.3,1.7,-0.5,1093,-7.3%,i,17.6,-4.4,705
O=C(O)c1nc(N2CCOCC2)nc(N2CCOCC2)n1,-2.1,-12.2,-2.9%,0.992,-0.238,0.25,-1.42,0.48,1346,3.3,0.8,4.4,0.3,1147,-4.5%,i,5.5,-0.4,724
O=S(=O)(NCc1ccco1)c1ccc2c(c1)Cc1ccccc1-2,-4.7,-13.8,0.6%,-0.972,0.131,-0.224,-1.85,-0.18,1582,3.9,2.6,5.4,0.7,923,-1.9%,i,5.4,14.9,694
COC(=O)c1cc(=O)n2c(sc3ccccc32)c1C#N,x,x,x,-0.017,-0.274,-0.0332,1.14,-0.29,1419,x,x,x,0.6,1075,x,x,x,-1.0,696
O=C(Nc1ccc(N2CCOCC2)c(S(=O)(=O)Nc2cc(Cl)ccc2Cl)c1)c1cccnc1,x,x,x,0.67,-0.249,-0.0842,-0.383,0.04,1175,x,x,x,0.2,1324,x,x,x,-5.4,679
CCCCn1c(N)c(N(CC)C(=O)c2cc(Br)ccc2Cl)c(=O)[nH]c1=O,-4.1,3.1,-0.8%,0.406,-0.273,0.477,-0.524,0.8,1262,3.7,2.6,9.1,-1.3,1074,-4.3%,i,-2.9,-5.9,689
Cc1cc2nc(-c3ccc(SCc4ccccn4)nc3)[nH]c2cc1C,-6.1,-42.2,-0.5%,1.57,0.217,1.25,-0.0476,-2.39,1355,2.6,2.2,7.9,19.6,1004,-8.8%,i,12.9,29.5,692
COc1cc(N2CCCC2)c(OC)cc1/C=C(/C#N)c1cccc(F)c1,37.4,-3.9,-1.9%,-0.558,3.26,0.269,-0.207,x,x,9.3,5.6,2.4,4.8,1028,80.3%,+,-11.5*,47.3,760
C/C(CC(=O)NCCCN1CCOCC1)=N\NC(=O)COc1cccc2ccccc12,-5.8,-13.2,-2.0%,0.218,-0.294,-0.269,-0.189,-0.2,1258,3.8,2.6,10.2,1.3,532,-1.9%,i,-3.0,-0.1,541
CO/N=C/NC(=O)C1=NOC(CNc2ncc(C(F)(F)F)cc2Cl)C1 (stereo not drawn),3.4,9.7,5.1%,-0.4,-0.231,-0.366,0.366,-0.57,1244,1.5,2.0,7.1,2.0,1160,-6.3%,i,-5.9,-15.6,717
O=C(c1ccc2c(c1)OCO2)C1CCCN(Cc2ccc3nsnc3c2)C1 (stereo not drawn),6.1,14.0,-0.4%,0.116,-0.22,0.579,-0.105,0.79,1390,2.1,2.0,9.2,0.0,958,-7.9%,i,-4.5,-8.4,689
Cc1ccc(C(=O)NNC(=O)c2cc(OCC(F)(F)F)ccc2OCC(F)(F)F)cc1,57.3,43.8,-0.5%,-0.614,-0.221,-0.0111,1.44,0.16,1584,2.4,2.0,6.8,-2.9,895,-3.9%,i,-27.5,x,x
COc1cc(C(=O)NNC2=CC(=O)CC(C)(C)C2)cc(OC)c1OC,-0.3,7.9,-3.7%,0.585,-0.283,0.42,-0.154,0.66,1472,3.3,2.6,3.6,-1.9,1141,-5.5%,i,6.3,6.7,614
Cc1ccc(-c2cc(C(=O)OCC(=O)N(C)C3CCS(=O)(=O)C3)c3ccccc3n2)o1 (stereo not drawn),12.9,-1.8,-1.9%,-3.37,0.0437,-1.48,1.62,0.54,1073,4.4,1.0,10.5,5.5,1093,-2.1%,i,6.0,-9.0,712
Cc1ccc(C(=O)Oc2cc(C)n(C)c(=O)c2)cc1,-34.1,-13.3,-0.3%,-0.449,-0.207,0.145,0.827,-0.8,1678,2.8,1.8,5.9,-2.2,1321,-7.4%,i,-23.5,x,x

# Assay outcomes as filed in PubChem BioAssay.
